Bioassay records as filed in PubChem BioAssay.
CaV13 ICDI inh = Primary screen for inhibitors of IQ motif and Ca2+-dependent inactivation inhibitor domain binding in CACNA1D, Förster resonance energy transfer in living cells, …; HEK cells, CFP/YFP FRET ICDI-IQ, plate reader, 10 min; percent FRET-ratio fall versus neutral wells; inhibition, % at 12.3 µM; AID 743397; actives 0.098% (n = 340,000);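 active = mean replicate inhibition of at least 30% and at least 1% of replicates passing that level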;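 note: 0% = median of the neutral control wells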
PDI turbidity = blocks human protein disulfide isomerase activity; PDI insulin aggregation turbidity, A650, 90 min; inhibition, % at 10 µM; actives 0.052% (n = 350,000); AID 588391;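 active = mean inhibition across replicates of 30% or more, whatever share of single replicates reach that level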;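 note: absorbance from insulin aggregation driven by PDI reduction with DTT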
Target sequence (P07237 whole entry, looked up): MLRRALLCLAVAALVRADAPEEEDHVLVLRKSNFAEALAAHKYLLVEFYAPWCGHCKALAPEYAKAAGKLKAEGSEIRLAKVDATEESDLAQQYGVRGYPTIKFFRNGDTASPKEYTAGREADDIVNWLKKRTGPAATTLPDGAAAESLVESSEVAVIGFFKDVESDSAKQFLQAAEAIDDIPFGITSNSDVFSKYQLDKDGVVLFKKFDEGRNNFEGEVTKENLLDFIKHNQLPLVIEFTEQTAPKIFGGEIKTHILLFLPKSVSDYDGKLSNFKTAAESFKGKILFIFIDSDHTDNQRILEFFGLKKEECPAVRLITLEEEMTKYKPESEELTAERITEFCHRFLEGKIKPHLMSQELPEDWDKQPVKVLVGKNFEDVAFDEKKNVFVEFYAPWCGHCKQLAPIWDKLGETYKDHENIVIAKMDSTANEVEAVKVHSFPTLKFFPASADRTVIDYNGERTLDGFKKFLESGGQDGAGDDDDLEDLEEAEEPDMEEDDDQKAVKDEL
KKLEB tox = reduces viability of KKLEB cystic fibrosis airway cells. KKLEB CF airway cells viability, ATPlite luminescence, overnight; stronger effect = lower value; cells stimulated with P. aeruginosa culture filtrate. AID 602141. actives 0.36% (n = 360,000). activity change (cytotoxicity), % at 5 µM;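 active = corrected activity change at or below -50% at 5 µM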
CF NFkB block = blocks PAF-induced NF-kB reporter in cystic fibrosis cells; KKLEB NF-kB-GFP reporter, GFP fluorescence overnight; inhibition, % at 5 µM; actives 0.86% (n = 360,000);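 active = at least 50% inhibition at 5 µM, scaled per plate between neutral and stimulator controls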;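 note: PAF is a Pseudomonas aeruginosa culture filtrate used as stimulus; plate controls were PAF-stimulated DMSO wells for no effect and unstimulated DMSO wells for full effect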
Vif imaging = HIV Vif inhibition | HEK293T cells, Vif self-association by quenched fluorescence, imaging, 24 h | inhibition, % at 7.49 µM | actives 0.35% (n = 340,000) | AID 602346; in the data active = inhibition above about 50%, passing the limit was not always enough; note: some results filed as inactive read as strong as hits
NR2E3 ag-1 = agonists of human nuclear receptor NR2E3 | Q9Y5X4 | GST-NR2E3/biotin-RetCOR TR-FRET, 1536-well | inhibition of corepressor binding, % at 4.78 µM | actives 0.12% (n = 320,000) | AID 2300;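 active = percent inhibition above the cutoff of mean plus 3 SD of all tested compounds, set per screening campaign, cut at about 20% in these data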;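 note: 0% = DMSO wells and 100% = biotin wells as full block of FRET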
Target sequence (Q9Y5X4 whole entry, looked up): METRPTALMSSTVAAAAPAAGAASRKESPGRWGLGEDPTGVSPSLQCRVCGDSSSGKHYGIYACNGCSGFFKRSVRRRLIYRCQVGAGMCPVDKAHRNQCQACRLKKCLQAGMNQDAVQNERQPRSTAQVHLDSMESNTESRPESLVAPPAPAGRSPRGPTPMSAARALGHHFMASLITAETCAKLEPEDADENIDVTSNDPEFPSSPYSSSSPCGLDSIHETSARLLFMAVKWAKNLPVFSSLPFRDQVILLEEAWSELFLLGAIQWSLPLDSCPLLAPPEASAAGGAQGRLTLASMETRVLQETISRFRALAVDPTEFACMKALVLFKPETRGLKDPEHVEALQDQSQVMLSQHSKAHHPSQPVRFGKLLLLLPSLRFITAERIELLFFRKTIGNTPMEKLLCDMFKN
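System: GST-NR2E3 and biotin-RetCOR proteins; probe or stimulus: 7 nM biotin-RetCOR; doses: compound at 4.8 µM, single dose; schedule: Compound–protein incubation for 5 h at 4 °C; detection: time-resolved FRET; read-out: percent inhibition; controls: biotin wells as high control, 0.6% DMSO wells as low control; format: 1536-well plates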
NR2E3 ag-2 = agonists of human NR2E3 nuclear receptor | Q9Y5X4 | CHO-S Gal4-NCOR/VP16-NR2E3 two-hybrid, luciferase | inhibition of corepressor binding, % at 3.98 µM | actives 0.35% (n = 360,000) | AID 602229;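 active = inhibition above the mean of all tested compounds plus 3 SD, cut at about 70% in these data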;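 note: 0% = DMSO with NR2E3 transfected cells and 100% = cells lacking NR2E3 construct; higher means lower luciferase signal from less NR2E3 corepressor binding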
Shn3 inh set2 = inhibitors of Schnurri-3 3'UTR reporter in osteoblasts. actives 0.52% (n = 360,000). Clone20 osteoblast Shn3 3'UTR firefly luciferase, 24 h. inhibition, % at 12.5 µM. AID 588674;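 active = mean inhibition of at least 75% with every replicate also reaching 75%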;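 note: 0% = median of neutral control wells and 100% = pilot-screen positive control compound; some compounds past the cut are filed as inactive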
Peg3 prom inh = reduces Peg3 promoter-driven luciferase expression in HeLa. HeLa PEG-Prom luciferase reporter, luminescence, overnight. inhibition, % at 20 µM. actives 1.7% (n = 360,000);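 active = inhibition of at least 50% at 20 µM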
TRPM1 prom inh = MITF TRPM1 promoter inhibition in SK-MEL-5 cells | SK-MEL-5 TRPM1 promoter luciferase, 24 h | inhibition, % at 12.5 µM | actives 0.83% (n = 330,000) | AID 488899;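 active = mean inhibition across replicates of 60% or more, whatever share of single replicates reaches that level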; note: values of inactives mirror those of a sister screen read the other way
HIF-2a block = inhibitors of HIF-2a. 786-0 RCC cells HIF-2a reporter, luciferase luminescence, overnight. AID 624352. actives 0.72% (n = 360,000). inhibition, % at 18.8 µM;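 active = inhibition of the luminescence signal of 40% or more relative to plate controls, in a single-dose primary screen at 18.75 µM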
Active calls of the source: *; / = not tested or not shown. Outcome played no part in choosing rows; any-hit rate near 3.3%.

SMILES	CaV13 ICDI inh	PDI turbidity	KKLEB tox	CF NFkB block	Vif imaging	NR2E3 ag-1	NR2E3 ag-2	Shn3 inh set2	Peg3 prom inh	TRPM1 prom inh	HIF-2a block
Cc1ccc(NC(=O)CSc2nnc(-c3cccs3)o2)cc1S(=O)(=O)N1CCCCC1	-3	0	14	-6	-2	3	-1	3	-5	13	8
O=C(COC(=O)c1ccc(S(=O)(=O)NCc2ccco2)cc1)Nc1ccc(OC(F)F)cc1	-5	4	2	-7	10	4	-2	3	7	4	5
COc1cccc(N2CCN(Cc3nc4scc(-c5ccccc5)c4c(=O)[nH]3)CC2)c1	-3	-1	1	12	-9	-1	-50	1	43	22	18
Nc1ccc2oc(-c3ccc4nc[nH]c4c3)nc2c1	-3	-5	-7	-19	-3	3	-56	0	-171	9	-6
Cc1ccc(CCN2CC(C(=O)NC3CCCCC3)CC2=O)cc1 (stereo not drawn)	-2	-8	-9	-22	13	2	-11	-45	2	0	6
Cc1c(Cl)cccc1NC(=O)CSc1sc2c(O)cc(=O)[nH]c2c1C#N	-3	-2	13	-11	15	2	7	-6	10	14	8
Cc1ccc(S(=O)(=O)N2CCOCC2)cc1NC(=O)COC(=O)c1ccc(Br)cc1	-5	-3	7	10	12	/	-8	3	8	2	21
O=C(COc1ccccc1Cl)NCc1ccncc1	-4	-4	-8	8	-2	-1	-22	11	12	-5	3
O=C(Nc1ccc(F)c(F)c1)c1cnc(-c2ccccc2)nc1-c1ccccc1	-4	-5	-3	5	14	-4	-11	8	28	0	17
COc1cccc(NC(=O)Nc2cc(C(=O)NCC3CCCO3)ccc2N2CC3CC(C2)c2cccc(=O)n2C3)c1 (stereo not drawn)	-6	-1	-6	-4	3	1	23	-10	12	2	14
c1ccc2[nH]c(CN3CCOCC3)nc2c1	-3	3	-1	-3	17	-3	-5	-10	18	-4	4
Cn1c(=O)c2sccc2n2c(CCCC(=O)NCCc3ccc(S(N)(=O)=O)cc3)nnc12	-3	-11	17	0	-1	8	0	-13	-7	-6	10
Cc1nn(Cc2ccccc2)c(C)c1NC(=O)CSc1n[nH]c(C)c1[N+](=O)[O-]	-2	2	-1	16	4	0	2	1	1	-8	21
O=C(Nc1ccc(Cl)cc1)N1CCOC12CCCCC2	-4	-11	2	-16	12	-1	-18	-18	-18	0	-37
CCn1c(SCC(=O)Nc2nccs2)nnc1-c1ccncc1	-5	3	1	8	-2	4	11	-5	3	7	15
CCCc1cc(=O)oc2cc(C)cc(OCC(=O)NCc3ccccn3)c12	-14	5	-5	-6	-4	-1	-5	2	-2	9	18
Cc1ccc(NS(=O)(=O)c2ccc(C(=O)NCc3cccnc3)cc2)cc1	/	-1	-6	-1	/	3	6	-10	5	16	6
CC1(C(=O)NS(=O)(=O)Cc2ccccc2)CCN1C(=O)Cc1ccc(-c2ccccc2)cc1 (stereo not drawn)	-5	5	2	13	-6	/	-1	-9	12	/	5
CS(=O)(=O)NCCSCc1ccco1	-7	11	-6	10	18	0	-22	8	1	8	7
Cc1oc(-c2ccc(Cl)cc2)nc1CN1CCCC(C(=O)NCc2cccnc2)C1 (stereo not drawn)	-5	-2	0	-4	-18	2	31	51	4	47	3
C=CCc1cccc(CNc2ccc(Br)cc2)c1O	-21	-4	9	-3	-1	1	-39	8	-15	-11	-50
CC12CCC(C(=O)NCc3ccccc3Cl)(C(Br)C1=O)C2(C)C (stereo not drawn)	-19	-12	8	1	1	4	-6	-5	10	-3	18
COCCOC(=O)C1=C(C)Nc2ncnn2C1c1ccccc1 (stereo not drawn)	-6	-1	-2	5	-16	-2	3	-5	7	8	13
CS(=O)(=O)c1ccc2nc(NC(=O)c3cc([N+](=O)[O-])cc([N+](=O)[O-])c3)sc2c1	-3	3	3	12	10	1	6	0	4	-1	-26
O=c1c2ccccc2nc(SCc2cccc(F)c2)n1C1CCCC1	-4	8	-14	16	3	-1	4	6	32	-3	24
COc1ccc(N2CCN(CC(=O)Nc3nc4c(s3)CC(C)CC4)CC2)cc1 (stereo not drawn)	/	-1	5	5	-4	3	-10	-3	13	15	8
CCOc1ccc(NC(=O)NCCN2CCN(c3ccccc3F)CC2)cc1	-5	1	2	3	-3	0	13	3	16	6	15
CC1CCN(Cc2ccc(-c3nn[nH]n3)cc2)CC1	/	-4	13	-1	-6	3	9	3	2	1	7
CCCn1c(Cc2ccccc2)nnc1SC(C)C(=O)NC1CC1 (stereo not drawn)	-6	4	7	-10	-4	0	-7	-20	-4	4	3
CCOc1cc(/C=N/N=C2/NC(=O)C(CC(=O)O)S2)ccc1OS(=O)(=O)c1ccc(C)cc1 (stereo not drawn)	-13	0	-1	8	4	/	-24	6	20	22	10
O=C1OC(Nc2nc3ccccc3s2)c2ccccc21 (stereo not drawn)	-4	4	5	-9	7	-5	-12	-27	-34	-16	-52
Cc1cc2oc(=O)cc(CN3CCOCC3)c2cc1C	-8	24	-25	11	11	2	-19	10	7	-1	14
C[C@H](CO)N1C[C@H](C)[C@H](CN(C)S(=O)(=O)c2cccs2)OCc2cnnn2CCCC1=O	-6	4	3	-12	/	/	5	-12	5	/	13
COC(=O)c1sc(NC(=O)c2cc(C)on2)nc1C	/	1	2	-6	0	-1	-33	-37	-43	-5	-69
Cc1ccc(C(=O)NCCNc2ccc(Cl)cc2[N+](=O)[O-])o1	-6	-7	16	-2	-5	-1	16	-7	-1	10	-4
O=C(Nc1ccc(C(=O)O)cc1)/C(=C\c1ccco1)NC(=O)c1ccc(Br)o1	-3	-2	-5	4	5	6	6	-7	7	-2	8
Cn1c(NC(=O)c2ccc(Br)o2)cc(=O)n(C)c1=O	0	-6	7	0	-4	-2	1	8	16	15	7
COc1ccc(/C=N/NC(=O)c2cc[n+]([O-])cc2)cc1O	-7	-1	7	4	-46	0	6	-4	12	6	8
CCOc1ccc(-c2nnc(NC(=O)Cc3cc(OC)c(OC)c(OC)c3)o2)cc1	-2	-6	-2	8	-18	1	-8	-18	12	-19	-35
Cc1ccc(S(=O)(=O)N2CCN(S(=O)(=O)c3cccs3)CC2)cc1	-6	-7	13	-9	6	-1	-15	-6	13	-2	12
COc1nc(NCCc2ccc(OC)c(OC)c2)nc(NC(C)(C)CO)n1	/	17	6	-4	4	1	-3	11	-7	-1	17
COC(=O)C1=C(C)N(CC2CCCO2)C(=O)/C1=C\c1ccc(O)cc1 (stereo not drawn)	-2	2	-5	4	12	1	13	0	-4	14	14
Clc1ccc(C(Cn2ccnc2)OCc2c(Cl)cccc2Cl)c(Cl)c1 (stereo not drawn)	-5	2	-14	42	4	1	-10	28	27	0	-4
CCn1c(=NC(=O)CCS(=O)(=O)c2ccccc2)sc2cccc(OC)c21	/	8	-9	6	-31	1	-6	83	-2	10	-33
Cc1nc2ccccc2c2nc(N)nn12	-4	0	-26	10	6	-1	-3	1	1	3	12
Cc1cccc(-c2n[nH]c(=S)n2/N=C/c2cccs2)c1	-17	6	-5	7	-6	-2	13	-41	16	/	18
CCN(C[C@H]1N[C@@](Cc2ccccc2)(C(=O)OC)[C@H]2C(=O)N(Cc3ccccc3)C(=O)[C@@H]12)C(=O)c1ccc(F)cc1	-6	0	-7	-3	-9	/	-55	7	7	1	5
C#CC[N+]1(CC#Cc2ccccc2)CCCC1	-5	0	1	7	5	-4	12	28	16	8	12
Cc1ccc2nc3c(cc(C(N)=S)c(=N)n3CCCOC(C)C)c(=O)n2c1	34*	-1	-7	-3	6	1	-30	14	20	9	-22
COc1ccc(CC(N)c2csc(Nc3ccc(S(C)(=O)=O)cc3)n2)cc1 (stereo not drawn)	-6	2	1	-11	-2	/	1	3	14	/	14
Cn1c(=O)c2c(ncn2CC(=O)NC(C)(C)C)n(C)c1=O	-7	1	13	-7	2	0	-11	-38	0	12	7
CC(C)(C)OC(=O)N1CCN(CCNC(=O)c2ccccc2)CC1	-19	0	-3	-14	2	-1	-13	23	10	9	13
CCOc1ccc2[nH]c(=O)c(CN(CCc3ccccc3)C(=O)c3cnccn3)cc2c1	/	-2	-2	-2	-3	0	-37	11	11	5	12
COC(=O)c1c(C(=O)OC)c(-c2ccccc2)n2c1CS(=O)C2 (stereo not drawn)	-4	12	0	4	/	2	-21	0	19	8	1
CCOc1ccccc1/C=N/N1CCN(Cc2ccccc2)CC1	-5	1	-4	-9	6	1	16	8	-5	-2	-4
OC1(c2ccccc2F)CCN(Cc2nnnn2Cc2ccc(F)cc2)CC1	-4	3	-2	6	-9	-2	-5	-5	16	3	14
CCCCOn1c(C)c(C(=O)OCC)c2c3nonc3ccc21	-4	-1	-7	4	-13	-2	-58	23	11	-9	6
Cc1cccc(NS(=O)(=O)c2cccc(C(=O)N3CCC3)c2)c1	-2	4	-8	-4	-1	4	4	15	5	5	8
COc1cc(C(=O)Oc2cc(C)[nH]c(=O)c2[N+](=O)[O-])cc(OC)c1OC	-5	7	-19	-16	7	1	11	5	0	/	-1
Cc1ccc(CCC(=O)Nc2ncc(Cc3cccc(Cl)c3Cl)s2)o1	-3	-3	-32	52*	-6	1	16	17	31	27	31
(cont.)
SMILES	CaV13 ICDI inh	PDI turbidity	KKLEB tox	CF NFkB block	Vif imaging	NR2E3 ag-1	NR2E3 ag-2	Shn3 inh set2	Peg3 prom inh	TRPM1 prom inh	HIF-2a block
CCNc1nc(NCC)nc(OCCOC(=O)COc2ccc(Cl)cc2Cl)n1	-7	6	-6	3	-13	3	-12	-9	2	12	6
O=C1NC(=S)SC1=Cc1ccccc1Cl	-11	5	-1	44	-11	/	67	1	-79	-4	-141
O=C(/C=C/c1ccccc1Cl)NCCCn1ccnc1	-5	8	11	-23	25	3	-14	26	10	0	11
CCOc1[nH]n(-c2ccccc2)c(=O)c1C=Nc1ccc(F)cc1F	5	-5	-1	1	-9	0	-24	-10	8	20	6
CCc1ccc(Nc2n[n+](-c3ccccc3)c(-c3ccc(SC)cc3)s2)cc1	-10	-20	-12	6	-3	-19	-68	5	-9	-5	-378
CC(C)(C)c1ccc(/C=C2\CCn3c2nc2cc(C(=O)O)ccc2c3=O)cc1	/	3	16	-17	-11	-3	-20	5	9	-4	19
